Bioassay records from PubChem.
Yeast life ext: yeast lifespan extension; inhibition of the nicotinamide effect, % at 10 µM; 0.68% of 130,000 active; S. cerevisiae growth with nicotinamide, OD615; deaD strain in restrictive glucose medium;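 active means inhibition above a set limit, placed 3 SD over the median of all compounds, cut at about 26% in these data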;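 further: 0% = nicotinamide-treated wells and 100% = cells grown without nicotinamide; some compounds called inactive have numbers as strong as hits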
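assay system = DeaD-strain S. cerevisiae | buffer or medium = restrictive glucose medium | reagent = 1.5 mM nicotinamide | compound = 10 µM single point, 0.25% DMSO | incubation = 48 h compound exposure at 30 °C, humidified | signal = OD615 measurement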
PTEN del growth: PTEN-deleted cell growth suppression; HCT116 PTEN-null viability, CellTiter-Glo, 60 h; hits give low values; viability, % at 10 µM; 1.2% of 140,000 active;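 active means viability at or below a set limit, 4 SD under the median of all tested compounds, cut at about 3.7% in these data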;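 further: PTEN knockout HCT116 line with beta catenin targeted HCT116 as companion control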
Measles CPE: protection of cells from measles virus; Measles virus-infected cells, CPE protection, absorbance; protection (pct of control), % at 4 µM; 1.5% of 140,000 active; in the data active means protection mostly above about 24%, no sharp cut-off; inactive means mostly below about 26%; further: some compounds called inactive have numbers as strong as hits
Phagocytosis inh: macrophage phagocytosis inhibition. inhibition, % at 5 µM. 0.07% of 110,000 active. J774A.1 macrophage IgG-bead phagocytosis, imaging;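 active means inhibition above the mean of the plate negative controls plus 5 SD, cut at about 13% in these data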;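 further: phagocytic index as fraction of beads internalized from green versus red external bead signal; plate controls were DMSO negative control for no effect and cytochalasin-D positive control for full effect; some results beyond the cut were filed as inactive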
bCat KO growth: beta-catenin-lacking colon tumor cell growth suppression; HCT116 beta-catenin knockout viability, CellTiter-Glo, 60 h; hits give low values; viability, % at 10 µM; 1.5% of 140,000 active; AID 818;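 active means viability at or under a set limit, the compound median less 4 SD, cut at about 6% in these data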;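 further: 0% = Hyamine 1622 control at 20 µM and 100% = untreated cell control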
GALR2 blocker: antagonists of human galanin receptor 2 (GALR2); O43603; GALR2-expressing cells, antagonist mode; inhibition, % at 4 µM; 0.39% of 140,000 active; in the data active means inhibition above about 27%;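 further: cells stimulated with galanin 1-16 at roughly its EC80; 0% = agonist challenge control and 100% = basal control without agonist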
Target sequence (O43603 whole entry, looked up): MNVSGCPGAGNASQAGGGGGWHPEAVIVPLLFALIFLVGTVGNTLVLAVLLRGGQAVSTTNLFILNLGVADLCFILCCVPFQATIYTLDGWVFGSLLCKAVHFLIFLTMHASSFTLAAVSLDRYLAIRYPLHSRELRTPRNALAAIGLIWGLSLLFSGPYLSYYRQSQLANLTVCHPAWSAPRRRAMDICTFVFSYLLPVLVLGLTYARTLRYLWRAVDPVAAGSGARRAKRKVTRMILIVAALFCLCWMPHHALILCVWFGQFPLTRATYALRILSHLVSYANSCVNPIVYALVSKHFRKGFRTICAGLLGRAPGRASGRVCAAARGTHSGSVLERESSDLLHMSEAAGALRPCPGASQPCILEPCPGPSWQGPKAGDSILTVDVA
MRP1 act: activators of MRP-1; viability increase, % at 10 µM; AID 799; 0.61% of 140,000 active; H69AR cells + doxorubicin, viability rescue, CellTiter-Glo;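 active means viability gain under doxorubicin at or above a set limit, the compound median plus 3 SD, cut at about 4.7% in these data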;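 further: MRP-1 overexpressing cells given doxorubicin 25 µM after compound pretreatment; 18-22 h compound pretreatment then 72 h with doxorubicin before readout; 0% = doxorubicin-only wells and 100% = vehicle-treated cells without doxorubicin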
Yeast growth inh: reduces growth of yeast BB579 in restrictive medium. S. cerevisiae BB579 growth, OD615, 48 h. inhibition, % at 10 µM. 0.51% of 140,000 active. AID 804;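 active means inhibition above a set limit, 3 SD over the mean compound inhibition, cut at about 44% in these data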; further: inactives centre near -24
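Assay system – yeast BB579 (DeaD) · Dosing – single compound dose of 10 µM, 0.25% DMSO final · Detection – OD615 turbidity measurement · Buffer or medium – CSMM-D restrictive synthetic medium containing dextrose (glucose) · Benchmarks – positive control amphotericin B 10 µg/mL · Incubation – 48 h exposure, 30 °C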
NPY-Y2 antag: blocks the human neuropeptide Y Y2 receptor | NPY-Y2 expressing cells, antagonist mode | inhibition, % at 2.7 µM | P49146 | 0.99% of 140,000 active | AID 793; in the data active means inhibition above about 17%;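 further: 0% = vehicle with agonist challenge and 100% = reference antagonist with challenge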
Target sequence (P49146 whole entry, looked up): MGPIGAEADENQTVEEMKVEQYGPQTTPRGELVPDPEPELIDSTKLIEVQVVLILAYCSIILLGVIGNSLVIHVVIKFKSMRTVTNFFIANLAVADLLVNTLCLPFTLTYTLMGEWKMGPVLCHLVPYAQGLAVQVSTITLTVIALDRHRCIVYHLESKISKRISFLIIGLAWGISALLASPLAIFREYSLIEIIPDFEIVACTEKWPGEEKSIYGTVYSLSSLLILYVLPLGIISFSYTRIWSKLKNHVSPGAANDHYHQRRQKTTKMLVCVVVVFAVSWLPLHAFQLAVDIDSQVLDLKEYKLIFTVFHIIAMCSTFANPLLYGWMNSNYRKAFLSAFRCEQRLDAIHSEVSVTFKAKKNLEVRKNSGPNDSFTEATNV
E-sel TNF inh: blocks E-selectin expression induced by TNF alpha. HUVEC TNFa-induced E-selectin immunofluorescence, high content. inhibition, % at 2 µM. 0.71% of 120,000 active;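 active means inhibition above the batch mean plus 3 SD, and confirmed as a hit on visual image review, cut at about 43% in these data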;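 further: 0% = TNF-stimulated DMSO wells and 100% = unstimulated control wells; not every result past the cut was called active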
An asterisk follows results filed as active; . = no result given. Compounds as they come; about 6.1% have a hit in one of these screens.

nr	molecule	Yeast life ext	PTEN del growth	Measles CPE	Phagocytosis inh	bCat KO growth	GALR2 blocker	MRP1 act	Yeast growth inh	NPY-Y2 antag	E-sel TNF inh
1	Cc1nc(N2CCN(C)CC2)[nH]c(=O)c1Cc1cccc2ccccc12	-28.1	80.1	3.8	2.2	67.6	12.1	-3.1	8.0	3.6	-22.1
2	O=c1c2[nH]c3cccc(Cl)c3c2ncn1Cc1ccncc1	-21.5	91.6	7.4	0.0	93.0	5.9	-3.2	-44.5	1.5	37.9
3	CCN(CC)C(=O)CSc1nsc(SCC(=O)N(CC)CC)c1C#N	-5.9	103.9	2.0	-0.7	86.0	-14.2	0.3	-14.4	3.0	-3.9
4	O=C(NCc1cccs1)C1CC(=O)N(C2CCCC2)C1 (configuration not stated)	1.5	105.3	24.2	.	89.6	-13.1	0.3	-33.5	2.4	36.6
5	CCOCCCn1c(=S)[nH]c2cc(C(=O)N3CCOCC3)ccc2c1=O	-4.5	92.2	2.8	-1.4	90.1	7.5	-2.8	-36.0	-1.1	-14.5
6	COCC(C)n1c(C)cc(C(=O)COC(=O)CN=C2NS(=O)(=O)c3ccccc32)c1C (configuration not stated)	-2.5	101.5	9.2	0.4	92.4	3.3	-0.7	-10.1	-0.3	15.8
7	O=C(Cc1cc(=O)[nH]c(=O)[nH]1)NCc1ccccc1	-0.2	104.2	3.9	.	96.1	5.2	-0.4	1.1	0.3	-12.9
8	Cc1ccc(OCC(=O)NCC(=O)Nc2ccc(F)c(F)c2F)c([N+](=O)[O-])n1	5.3	92.1	4.9	-7.6	95.2	-5.8	0.9	-22.2	0.8	12.6
9	Cc1ccc(CSc2nnc3nc(C)cc(C)n23)cc1	-5.3	102.0	5.5	0.1	105.4	-14.6	0.1	-2.7	0.5	3.2
10	CCn1c(SCc2ccc(OC)cc2)nnc1-c1ccncc1	7.1	98.3	9.0	-1.7	98.1	-1.5	-0.1	-22.8	0.9	0.6
11	Fc1ccc(/C=N/Nc2ccccn2)cc1	-7.6	98.5	6.4	0.1	98.8	6.3	0.4	-1.2	3.8	34.2
12	Cc1ccc(-c2nnn(CC(=O)N(CC(=O)NCc3ccccc3)c3cccc(C)c3C)n2)o1	-9.8	80.3	11.5	-0.5	87.6	-15.2	-1.6	-38.1	9.7	.
13	O=C(COc1ccc(Cl)cc1)Nc1ccc(C(=O)NCc2cccnc2)cc1	15.7	55.4	27.0	.	37.3	-5.9	0.9	-61.6	-1.2	6.0
14	CCOC(=O)c1oc2ccccc2c1CSc1nnnn1-c1ccc(OC)cc1	2.4	95.8	2.8	-1.1	91.9	11.8	0.6	-65.0	4.8	-21.9
15	CC(=O)Nc1ccc2nc(-c3ccccc3)cn2c1	3.8	95.3	18.6	-4.5	98.8	-3.3	-1.6	-25.7	2.1	6.6
16	CC1CCN(CC(C)CNC(=O)c2cc(-c3ccccn3)nc3ccccc23)CC1 (configuration not stated)	-28.6	77.1	6.1	1.2	90.8	2.0	-4.4	-9.5	1.0	25.4
17	CCCC(N)CCCCCC(=O)O (configuration not stated)	-4.8	88.5	4.1	1.2	87.5	-7.3	0.1	-3.2	2.5	.
18	CCc1nnc(NS(=O)(=O)c2ccc(N=Cc3c(C)[nH]n(-c4cccc(Cl)c4)c3=O)cc2)s1	6.3	88.0	11.6	-1.9	83.6	-10.7	4.3	-21.0	0.3	.
19	COc1cc(OC)cc(C(=O)NCc2n[nH]c(=S)n2-c2ccccc2OC)c1	-6.7	99.5	10.9	.	97.6	5.0	-1.3	-30.7	2.0	-21.0
20	O=S(=O)(NCc1ccccc1)c1cccc2nonc12	3.7	100.5	18.9	-2.0	103.4	-9.6	0.1	-51.4	-2.9	10.0
21	CC1(C)Oc2ccc3ccc(=O)oc3c2-c2cn[nH]c21	-7.2	69.7	3.9	-1.6	70.1	-15.9	-2.4	-35.1	1.0	0.6
22	S=C(NCC1CCCO1)Nc1ccccc1Cl (configuration not stated)	2.6	93.9	4.1	-3.7	92.2	13.3	-3.6	-32.2	-0.1	-11.9
23	Cc1nc2ncnn2c(C)c1CCC(=O)N1CC(C)CC(C)C1 (configuration not stated)	-0.5	98.5	24.5	.	101.2	-1.5	0.5	18.6	3.2	12.3
24	COc1ccc(NS(=O)(=O)c2coc(C(N)=O)c2)cc1Cl	-3.7	103.0	17.7	.	87.9	-6.9	-2.5	-39.5	3.8	.
25	Cc1nn(-c2cc(C(F)(F)F)ccc2Cl)c2nc(C(F)(F)F)[nH]c(=O)c12	2.3	92.8	2.8	-10.8	93.7	-15.7	-2.4	-4.7	4.0	.
26	COc1ccc(C(=O)n2nc(-c3ccc(OC)cc3)nc2N)cc1	-3.7	102.6	10.8	-3.5	88.6	-7.5	4.1	-15.7	4.1	.
27	O=C(CCCCCn1c(=S)[nH]c2ccc(N3CCOCC3)cc2c1=O)NCc1ccccc1	2.4	99.4	10.3	-9.8	95.8	4.2	-1.3	-54.0	6.5	-17.0
28	Cc1sc2nc(SCc3nc4ccccc4[nH]3)n(Cc3ccco3)c(=O)c2c1C	-9.0	72.2	9.3	-0.2	72.6	8.1	-1.8	-19.9	8.1	18.9
29	COc1cccc(/C=C/C(=O)c2c(O)cc(C)oc2=O)c1O	47.2*	62.4	17.3	-0.1	53.6	7.8	-5.5	-11.7	2.2	-53.5
30	CC(C)(C)c1ccc(C(=O)NCc2cccnc2)cc1	-11.4	90.7	5.5	-0.8	92.4	-5.3	-2.5	-3.8	0.7	.
31	Nc1c(S(=O)(=O)c2cccs2)c2nc3ccccc3nc2n1CCc1ccccc1	-17.5	19.2	.	0.1	29.3	-0.2	-2.6	-25.2	2.4	-14.0
32	CCCCN1C(=O)C(NC(C)=O)c2cc(Br)ccc21 (configuration not stated)	-0.8	65.4	14.4	0.4	62.1	3.5	-4.9	12.9	19.7*	-13.7
33	CC(=O)N1C(C(=O)O)CSC1c1cccc(C)c1 (configuration not stated)	-15.0	93.6	2.4	1.4	91.9	-2.2	-0.7	-47.1	-0.3	1.1
34	Cc1nn(C)cc1/C=C/C(=O)c1cccs1	.	67.4	11.9	.	66.5	2.2	-7.5	-18.1	-0.1	4.5
35	O=C(COC(=O)Cc1ccccc1F)Nc1ccc2c(c1)OCCO2	-9.2	92.0	14.0	-4.4	91.6	-8.4	-1.1	-29.8	4.5	.
36	COCCOC(=O)C1=C(C)NC(=O)NC1c1ccc(OC(=O)c2ccco2)c(OC)c1 (configuration not stated)	-8.7	98.2	0.8	-0.1	96.8	-2.6	-0.3	23.1	3.1	-27.6
37	CCOc1ccc(CCNC(=O)C2CCC(=O)N2CCc2ccccc2)cc1OCC (configuration not stated)	5.3	100.2	15.2	0.1	97.6	-15.3	0.2	-49.6	1.8	-19.1
38	Cc1ccc(-c2nc(CS(=O)(=O)CC(=O)NCCCN3CCN(C)CC3)c(C)o2)cc1	18.1	97.0	3.9	0.0	79.1	-6.0	-1.4	-14.0	-0.4	5.8
39	CCOC(=O)C(=CNc1cc(C)nn1-c1ccccc1)C(=O)OCC	-4.0	88.2	4.2	-1.2	88.9	1.9	-4.1	-30.9	0.1	17.7
40	Cc1ccsc1C(=O)Nc1ccc(F)c([N+](=O)[O-])c1	-6.9	83.7	27.7	-6.3	85.4	2.4	-4.6	-10.2	1.8	17.1
41	O=C(NCC(=O)N(c1ccc2c(c1)OCO2)C(C(=O)NC1CCCC1)c1ccncc1)c1ccco1 (configuration not stated)	-4.1	100.4	-2.2	-1.2	107.5	4.3	-1.4	-39.1	0.5	1.6
42	CCOC(=O)C1C(C)=CC(=O)CC1c1ccco1 (configuration not stated)	-2.0	92.5	7.7	-0.3	83.9	5.1	-0.5	-52.1	-1.1	22.1
43	Cc1cc(C)c2c(c1)/C(=N/NS(=O)(=O)c1ccc(Br)cc1)CCC2	1.4	85.6	8.3	0.6	90.5	2.5	0.0	-24.9	0.6	5.0
44	O=C(COc1cccc(Cl)c1Cl)Nc1ccc2c(c1)CCC2	6.2	93.5	2.8	.	95.0	1.3	3.5	-12.9	7.3	-0.9
45	Cc1cc2ncn(S(=O)(=O)N3CCOCC3)c2cc1C	-5.1	105.5	3.6	0.3	97.3	-9.8	-1.4	-17.0	1.6	12.1
46	CCCOc1ccc(Cl)cc1CN1CCOCC1	0.0	102.8	11.9	-1.8	91.7	-6.7	-3.5	-34.0	7.2	2.9
47	CCCN1C(=O)C(NC(C)=O)c2cc(OC)ccc21 (configuration not stated)	0.4	13.8	16.9	.	16.0	-11.8	-4.2	-7.3	-0.7	-21.4
48	Cc1c(N=Cc2ccc(-c3ccc(Cl)cc3)o2)c(=O)n(-c2ccccc2)n1C	-7.2	99.2	9.4	-0.4	95.5	2.2	0.3	-10.4	-0.5	-14.9
49	COC(=O)COc1ccc(Oc2nc(SC)nc(N(C)C)n2)nn1	-6.6	101.4	22.1	-0.6	97.4	-0.2	-0.1	-59.4	-1.3	.
50	CCCCCC(=O)Nc1ccccc1N1CCOCC1	-1.3	94.9	15.3	-0.1	95.8	8.1	-2.4	-39.8	0.1	.
51	COc1ccc(/C=N/NC(=O)c2ccc(COc3ccccc3Cl)o2)c(OC)c1C	1.2	80.1	13.3	-1.5	76.0	-0.5	-1.1	-0.2	4.4	.
52	O=S(=O)(N/N=C1\CC(c2ccccc2)Oc2ccccc21)c1ccccc1 (configuration not stated)	-10.6	85.1	5.5	.	86.9	15.4	-3.5	-4.8	4.9	-21.9
53	COc1ccccc1C(=O)N/C(=C\c1ccc2c(c1)OCO2)C(=O)NCCc1nc2ccccc2[nH]1	3.7	91.5	3.7	.	102.2	-2.2	-1.3	-8.9	3.9	0.1
54	CC(=O)c1nn(-c2cccc(Br)c2)cc1C(=O)c1ccco1	.	92.9	3.0	.	103.7	3.5	-2.1	-24.7	-2.1	-37.7
55	Cc1sc2c(c1C)c(=O)n(-c1cccc(C(F)(F)F)c1)c(=O)n2CC(=O)NCc1ccco1	-4.5	109.8	4.1	-0.2	89.1	-1.8	-0.6	-70.6	5.6	13.0
56	CCN1CCN(c2nc(C)c3c(n2)CCCC3=O)CC1	-2.4	100.8	3.8	.	82.4	-7.3	-3.3	-25.7	-2.4	-9.7
57	O=C(Cn1cnc2c(nnn2Cc2ccc(F)cc2)c1=O)OCc1ccccc1	.	96.3	13.9	.	87.6	13.8	-1.3	-24.5	4.0	-39.1
58	CCOC(=O)/C=C/C(=O)Nc1nccs1	2.3	47.7	7.1	-0.8	47.5	6.9	-1.8	-13.4	1.4	-1.5
59	Cc1cccc(-n2nnc(C(=O)NC3CCCc4ccccc43)c2N)c1 (configuration not stated)	-11.0	57.0	13.7	.	64.2	-6.1	-1.6	-1.2	5.8	-14.8
60	CC(C)c1ccc(OCC(=O)NCc2ccco2)cc1	-0.6	103.8	18.1	0.6	92.2	-1.8	-1.2	-11.5	3.1	-1.3
